inhibitors of VEEV = inhibitors of VEEV TC-83 cytopathic effect, confirmation, Vero cells (AID 588727). inhibition, % at 20 µM, or IC50 in µM where a hit was titrated. 350,000 compounds, 0.13% hits. Vero cells, VEEV TC-83 cytopathic effect inhibition; higher % means a stronger effect; in the data active = a potency from the dose series; inconclusive = inhibition mostly from about 14% at the one dose, without a potency; inactive = the rest, 99 in 100 with inhibition below about 12%; note: strong numbers were not always called active
H1N1 NS1A inhibition = H1N1 influenza NS1A inhibitors, functional cell based assay (AID 504329); inhibition, % at 12.5 µM; hits with a dose series show IC50 in µM; NS1A functional cell-based assay, percent inhibition; higher % means a stronger effect; 340,000 compounds, 0.3% hits; in the data active = a potency from the dose series; inconclusive = inhibition above about 27% without an active follow-up result; note: strong numbers were not always called active
M. tuberculosis HTS = M. tuberculosis growth inhibition, HTS (AID 449762); M. tuberculosis H37Rv growth inhibition, 7H9 media; higher % means a stronger effect; one-dose inhibition, % at 25 µM; IC50 in µM for titrated hits; 330,000 compounds, 0.59% hits; in the data active = a potency from the dose series; inconclusive = inhibition above about 70% without an active follow-up result;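 note: bacterial growth assessed after seven days of incubation; strong numbers were not always called active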
tuberculosis growth = growth inhibition of non-replicating M. tuberculosis (AID 488890); inhibition, % at 25 µM, or IC50 in µM where a hit was titrated; 320,000 compounds, 0.39% hits; Mycobacterium tuberculosis non-replicating, growth inhibition; higher % means a stronger effect; in the data active = a potency from the dose series; inconclusive = inhibition mostly from about 82% at the one dose, without a potency; inactive = the rest, 99 in 100 with inhibition below about 76%;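 note: plate controls were DMSO cells for no effect and high antibiotic wells for full effect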
Salmonella PhoP GFP = Inhibition of PhoP regulon, Salmonella typhi GFP reporter cells, confirmation, 4 h (AID 1850) | Salmonella Typhi PhoP-promoter GFP reporter, fluorescence, 4 h; higher % means a stronger effect | inhibition, % at 50 µM, or IC50 in µM where a hit was titrated | 310,000 compounds, 0.33% hits; in the data active = a potency from the dose series; inconclusive = inhibition mostly from about 25% at the one dose, without a potency; inactive = the rest, 99 in 100 with inhibition below about 19%;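 note: 0% = induced wells with vehicle and 100% = uninduced wells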
inhibitors of VEEV 10K pilot screen = also measured in inhibitors of VEEV; calls as there; inhibition, %; measured here: 10K pilot screen inhibition
* hit, by the source's call; i = inactive; ? = inconclusive; nt = not tested or not shown.

SMILES | inhibitors of VEEV | H1N1 NS1A inhibition | M. tuberculosis HTS | tuberculosis growth | Salmonella PhoP GFP | others
COc1cccc(N2CCN(CC(=O)Nc3ccc(S(=O)(=O)N4CCCCCC4)cc3)CC2)c1 | 3.0% | -1% | 19% | 40% | nt
CCN(CC(=O)N1CCOCC1)S(=O)(=O)c1ccc(C)cc1 | 1.9% | -1% | -7% | -6% | 3%
Cc1ccc(C)c(C(=O)CSc2nc3ccccc3c(=O)[nH]2)c1 | 0.3% | -3% | 2% | -2% | -7%
COc1ccc(S(=O)(=O)N2CCCCCC2)cc1N | 0.4% | -13% | -8% | 1% | -3%
COc1ccc(-c2cc(-c3c(O)c(OC)c4occc4c3OC)[nH]n2)cc1OC | 7.9% | 7% | ? | 5% | 5%
CN(C(=O)c1cccc(NC(=O)Cc2ccc(NC(=O)C3CCN(C(=O)c4ccccc4)CC3)cc2)c1)C1CCCCC1 | i | -5% | nt | nt | nt
O=C(CSc1nnc(CNc2ccc(F)cc2)n1CC1CCCO1)N1CCOCC1 (centres undefined) | i | 5% | nt | nt | nt
CCCCN(C)C(=O)c1nc2ccccn2c1CN1CCN(c2ncccn2)CC1 | 0.4% | 4% | 3% | -19% | -3%
Cc1ccc(C(=O)Cn2c(C(=O)O)cc3ccccc32)cc1 | i | 13% | 4% | 42% | -10%
NC(N)=NS(=O)(=O)c1ccc(NC(=S)NC(=O)c2ccc3c(c2)OCO3)cc1 | 0.6% | -6% | 2% | 13% | 0%
Cn1c2c(c(=O)c3ccccc31)CCCC2 | 4.3% | -5% | 2% | 15% | -12%
COc1cccc(NC(=O)Cc2nnc(SCCOc3ccccc3)n2C)c1 | 0.2% | -5% | -4% | -5% | 5%
CCCCCOC(=O)Cn1c(=O)oc2ccc(C)cc21 | 0.5% | -5% | 1% | 70% | -7%
CSc1nc(C)c(CCOC(=O)c2cccc(Cl)c2)c(=O)[nH]1 | 2.5% | 9% | 23% | -1% | -7%
CC1(C)SCC2C(=O)N3C(CSC3(C)C)C(=O)N21 (centres undefined) | i | 4% | -8% | 8% | -7%
Cc1ccc(CSc2nnc(-c3cccs3)n2C)cc1 | 0.7% | 4% | 5% | ? | 0%
Cc1ccc(C)c(SCC(=O)NC2CCS(=O)(=O)C2)c1 (centres undefined) | 1.4% | -12% | nt | nt | nt
N=c1oc2cc(O)ccc2cc1C(=O)Nc1ccccn1 | nt | nt | 10% | 47% | -50%
CC(C)c1ccc(NC(=O)C2CCN(S(=O)(=O)c3ccc4c(c3)NC(=O)CO4)CC2)cc1 | 2.8% | 12% | 8% | 14% | -6%
c1ccc(-n2nnnc2OCCOc2nnnn2-c2ccccc2)cc1 | 0.1% | -4% | -3% | -11% | -1%
COc1ccc(C(=O)Nc2cc3c4c(c2)CC(=O)N4CCC3)cc1 | 2.1% | 1% | 7% | -5% | 5%
CCn1c(CC(=O)Nc2ccccc2)nnc1SCC(=O)N1CCOCC1 | 0.3% | -8% | -7% | -12% | -8%
C=CCOn1c(=O)c(-c2ccc(Br)cc2)[n+]([O-])c2ccccc21 | 0.3% | 6% | 6% | -10% | -2%
O=c1c2ccccc2nc(-c2cccs2)n1-c1cccc2ccccc12 | 1.6% | 9% | 1% | 34% | 0%
COc1ccc(N2CCN(S(=O)(=O)CCNC(=O)c3ccco3)CC2)cc1 | 2.1% | 7% | 7% | 15% | -2%
CCCn1cnnc1CNC(=O)C1CCC(=O)N(CCCc2ccccc2)C1 (centres undefined) | 0.4% | 4% | -1% | 1% | 7%
CCOc1ccccc1NC(=O)CN1C(=O)COc2ccccc21 | 0.8% | -4% | 3% | -5% | -4%
Cc1nnc2ccc(-c3cccc(NC(=O)Cc4cccs4)c3)nn12 | 8.8% | -4% | -1% | -12% | 9%
Cn1nc(C(F)(F)F)c(-c2ccc(F)cc2)c1NC(=O)c1cccnc1 | i | nt | -1% | 0% | 2%
Cc1ccccc1-n1c(SCc2cc(=O)n3ccccc3n2)nc2[nH]ncc2c1=O | 10% | -10% | 3% | 6% | -4%

Brought forward from above: 2 entries, followed by the next part.
SMILES | inhibitors of VEEV | H1N1 NS1A inhibition | M. tuberculosis HTS | tuberculosis growth | Salmonella PhoP GFP | others
Cn1nc(C(F)(F)F)c(-c2ccc(F)cc2)c1NC(=O)c1cccnc1 | i | nt | -1% | 0% | 2%
Cc1ccccc1-n1c(SCc2cc(=O)n3ccccc3n2)nc2[nH]ncc2c1=O | 10% | -10% | 3% | 6% | -4%
O=C(COc1cccc(Br)c1)Nc1ccc(Cl)c(S(=O)(=O)N2CCOCC2)c1 | 1.2% | -6% | -3% | 42% | nt
Cc1csc(SCC(=O)N(c2ccccc2)C(C)C)n1 | i | 6% | nt | nt | nt
Cc1ccc(-c2nnn(CC(=O)N3CCCCC3)n2)cc1 | i | 5% | -13% | 28% | 15%
Cc1[nH]c(C)c(S(=O)(=O)NCc2ccc(Cl)cc2)c1C(=O)N1CCCC1 | i | 7% | 3% | -6% | -1%
[N-]=[N+]=CC(=O)C(O)(c1ccccc1)C(Cl)c1ccccc1 (centres undefined) | 0.3% | nt | 3% | 10% | 11%
Cc1c(Cl)c(C(=O)NNC(=S)NCc2ccco2)nn1C | 0.5% | -15% | -3% | -6% | -4%
COc1ccc(NC(=O)CSc2nc(C)cc(C)n2)cc1 | 0.6% | 4% | -3% | -2% | 5%
O=C(O)CCC(NS(=O)(=O)c1ccc(-c2ccccc2)cc1)C(=O)O (centres undefined) | 6.4% | 18% | -13% | -2% | 6%
CN(C)CCCN(C(=O)c1ccc2c(c1)OCCO2)c1nc2cc3c(cc2s1)OCO3 | 1.2% | 16% | -2% | -5% | -3%
Cc1cc(SCC(=O)NCC2CCCO2)nc2ccccc12 (centres undefined) | 6.6% | 3% | -9% | -9% | 2%
O=C(NCc1cccnc1)c1cccc(S(=O)(=O)N2CCCC2)c1 | 0.3% | 5% | -3% | -6% | -19%
O=C(CSc1ccc(Cl)cc1)NC1=NN(c2ccccc2)C(=O)C1 | 2.6% | -8% | -2% | 7% | 0%
COCc1cccc(C(=O)NC(c2ccccc2)c2ccccc2)c1 | 4.5% | 0% | 4% | 3% | -6%
COc1ccc(Br)cc1CN(C)C(=O)c1ccccc1OCc1c(C)noc1C | 9.2% | -8% | -4% | -14% | -3%
CCOC(=O)N1CCN(S(=O)(=O)c2ccc(OCC(=O)OC)c(C)c2)CC1 | 0.4% | -4% | -4% | 8% | -9%
CCCn1cc(CN2CCC(Cc3ccccc3)(C(=O)OCC)CC2)c(C)n1 | 0.0% | -7% | -5% | 7% | 4%
O=C(Nc1cccc(C(=O)N2CCOCC2)c1)C1CC1 | 0.5% | -8% | nt | nt | nt
CCCCN(CCCC)c1nc(-c2ccncc2)nc2ccccc12 | 3.0% | 8% | 93% | 58% | 1%
COc1cc(NC(=O)c2ccco2)c(C(=O)O)cc1OC | i | 8% | 4% | 9% | 4% | inhibitors of VEEV 10K pilot screen=1.0
O=C(O)CC1(CC(=O)Nc2ccccc2C(=O)c2ccccc2)CCCC1 | 4.0% | -8% | -1% | -14% | 4%
O=S(=O)(NOCc1ccc(Cl)cc1)c1ccc(Cl)cc1 | 0.4% | -2% | 15% | 3% | 3%
CCCOc1ccc(S(=O)(=O)n2cc(Br)c(=O)[nH]c2=O)cc1 | i | 2% | 6% | 61% | 12%
CC1=C(C(=O)OC(C)(C)C)C(c2cccc3ccccc23)NC(=O)N1 (centres undefined) | 0.1% | 4% | 11% | -3% | -10%
c1ccc2[nH]cnc2c1 | i | -4% | -2% | -1% | -4%
O=C(O)c1cc(-c2cccs2)nc2cc3c(cc12)OCCO3 | 1.4% | -9% | 2% | -2% | -2%
Cc1noc(COc2ccc(OCc3nc(C)no3)cc2)n1 | i | 4% | -8% | 3% | 5%
NC(=O)c1ccc(NC(=O)COC(=O)/C=C/c2cccs2)cc1 | 1.0% | 0% | -4% | -8% | 1%
CCC(C(=O)NCc1ccco1)N(C(=O)CNS(=O)(=O)c1ccc(C)cc1)c1ccccc1F (centres undefined) | 1.7% | -6% | -3% | 9% | 10%
CCOc1ccc(Oc2c(/C=N/NC(C)=O)c(C)nn2-c2ccccc2)cc1 | 0.5% | 3% | 10% | 19% | 6%
COc1ccccc1/C=N/n1c(N)c(S(=O)(=O)c2cccs2)c2nc3ccccc3nc21 | 2.0% | -9% | 11% | 10% | 1%
c1ccc(-c2nnc(-c3ccccn3)nc2NC2CCCCC2)cc1 | 6.4% | 1.2µM* | ? | ? | 8%
Cc1ccccc1OCC(=O)Nc1ccccc1C(=O)N1CCCCC1 | i | -24% | -3% | 9% | -6%
O=C(NCC(=O)N1CCN(S(=O)(=O)c2ccccc2F)CC1)c1ccc2ccccc2c1 | 9.9% | -2% | -6% | 2% | 7%
CCCSc1nnc(NC(=O)Nc2ccc(F)cc2)s1 | i | -16% | 4% | ? | -17%
CCCCCCCCCCCCCC(=O)O | 0.4% | -10% | 0% | 63% | nt
Cc1ccc(OCCC(=O)OCC(=O)NNC(=O)c2ccccc2)cc1 | 1.4% | -7% | 14% | 23% | 4%
Cc1nnc(SCC2=C(C(=O)O)N3C(=O)C(NC(=O)Cn4ncc(Cl)c4C)C3SC2)s1 (centres undefined) | 0.8% | -6% | -3% | -11% | -17%
Cc1ccc(NC(=O)c2oc3ccc(S(=O)(=O)N4CCOCC4)cc3c2C)cc1C | 8.4% | 7% | -7% | -4% | -8%
COc1cccc(CC(NC(C)=O)C(=O)NC2CCN(C(=O)c3ccc(Cl)cc3)CC2)c1 (centres undefined) | 1.0% | 3% | nt | nt | nt
CCOc1cc2c(cc1OCC)CN(C(=O)c1cccc(S(=O)(=O)N3CCCC3)c1)CC2 | i | -4% | -4% | 34% | nt
Nc1[nH]ncc1-c1ccc(Cl)cc1 | 1.5% | -5% | ? | ? | 10%
CC(C)[C@H](NC(=O)c1cccc(S(=O)(=O)N2CCOCC2)c1)C(=O)Nc1nccs1 | 0.6% | -5% | 8% | 6% | 9%

Molecules above that contain a Cl atom (ten):
SMILES | inhibitors of VEEV | H1N1 NS1A inhibition | M. tuberculosis HTS | tuberculosis growth | Salmonella PhoP GFP | others
CSc1nc(C)c(CCOC(=O)c2cccc(Cl)c2)c(=O)[nH]1 | 2.5% | 9% | 23% | -1% | -7%
O=C(COc1cccc(Br)c1)Nc1ccc(Cl)c(S(=O)(=O)N2CCOCC2)c1 | 1.2% | -6% | -3% | 42% | nt
Cc1[nH]c(C)c(S(=O)(=O)NCc2ccc(Cl)cc2)c1C(=O)N1CCCC1 | i | 7% | 3% | -6% | -1%
[N-]=[N+]=CC(=O)C(O)(c1ccccc1)C(Cl)c1ccccc1 (centres undefined) | 0.3% | nt | 3% | 10% | 11%
Cc1c(Cl)c(C(=O)NNC(=S)NCc2ccco2)nn1C | 0.5% | -15% | -3% | -6% | -4%
O=C(CSc1ccc(Cl)cc1)NC1=NN(c2ccccc2)C(=O)C1 | 2.6% | -8% | -2% | 7% | 0%
O=S(=O)(NOCc1ccc(Cl)cc1)c1ccc(Cl)cc1 | 0.4% | -2% | 15% | 3% | 3%
Cc1nnc(SCC2=C(C(=O)O)N3C(=O)C(NC(=O)Cn4ncc(Cl)c4C)C3SC2)s1 (centres undefined) | 0.8% | -6% | -3% | -11% | -17%
COc1cccc(CC(NC(C)=O)C(=O)NC2CCN(C(=O)c3ccc(Cl)cc3)CC2)c1 (centres undefined) | 1.0% | 3% | nt | nt | nt
Nc1[nH]ncc1-c1ccc(Cl)cc1 | 1.5% | -5% | ? | ? | 10%

Compounds as they come (roughly 1.6% active in at least one column).
